Compound activity from PubChem.
BRCA1 expr act: increases BRCA1 expression; Potency, µM (titrated, usually from 46.1 µM), for the others: at the highest dose activation, usual class: activators; hit rate 1.1% among 380,000; AID 624202; MCF7-BRCA1-FFLuc reporter, luminescence, 48 h; response scale: scaled: vehicle 0%, 10 µM genistein 100%; further: potency means the concentration at half of the fitted maximal effect; nearly all actives have a fitted effect of over 80% in size; some results filed as inactive show a strong effect at the top dose
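Using MCF7 cells harboring a BRCA1 firefly luciferase reporter, plated 2 h before compound pinning, the screen measured luminescence after 48 h incubation. Responses were normalized to DMSO and 10 microM genistein, then fitted for concentration-effect.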
Menin MLL FP TR: displaces Texas Red mutant MLL peptide from human menin; hit rate 0.23% among 270,000; AID 1768; Menin + Texas Red MLL mutant peptide, fluorescence polarization; Potency, µM (highest dose often 61.6 µM), for inactives: at the top dose FP activity change, negative = inhibition, most hits filed as inhibitors; O00255; active means well fitted inhibition curve with a large enough effect in the polarisation, with a control signal flat, not every such curve was filed as active; inconclusive means small, poorly fitted or top-dose-only effect, or effect the other way, or a change in a side signal; inactive means no such curve, though single readings can be large or run the other way; the % refers to the polarisation; further: potency means the concentration at half of the fitted maximal effect; % of control where 0% means no effect; many of its hits are not listed in these tables
p53 reactivator: re-activators of mutant p53; Potency, µM (titrated, usually from 92.2 µM), for the others: at the highest dose activity change, positive = activation, usual class: activators; hit rate 0.063% among 320,000; H1299 p53-A138V BP100-luciferase reporter, luminescence, 24 h; AID 504706; further: potency means the concentration at half of the fitted maximal effect; % of control where 0% means no effect; nearly all actives have a fitted effect of over 45% in size
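p53-null H1299 cells stably carrying temperature-sensitive p53-A138V and a BP100-luciferase reporter were pinned with compounds (4-point, 1:5 series) and held 24 hrs at 37 deg C. Luminescence was read 10 min after detection reagent.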
Rab9 prom act: activators of Rab9 promoter; Huh7 Rab9 promoter-luciferase reporter, luminescence, 24 h; Potency, µM (top dose mostly 9.22 µM), without a hit: at the highest dose activation, negative = inhibition, most hits filed as activators; hit rate 2.8% among 320,000; further: potency means the concentration at half of the fitted maximal effect; % of control where 0% means no effect; nearly all actives have a fitted effect of over 60% in size
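Quantitative HTS format; Huh7 Rab9-luciferase reporter cells (1500/well) receive compound 2 h post-plating, incubate 24 h at 37 °C, then get luciferase reagent for 10 min before luminescence reading.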
NPC1 prom act: activators of NPC1 promoter; AID 485313; Potency, µM (titrated, usually from 9.22 µM), inactives show at the top dose activation, most hits filed as activators; Huh7 NPC1 promoter luciferase reporter, 24 h; hit rate 2.4% among 320,000;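 further: potency means the concentration at half of the fitted maximal effect; % of control where 0% means no effect; nearly all actives have a fitted effect of over 60% in size; reporter is driven by a mutant NPC1 promoter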
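Stably transfected Huh7 (NPC1 promoter→luciferase), 1500 cells/well in Opti-MEM + 10% FBS, 2 h settle, then compound 24 h at 37 °C. Luminescence after 10 min with Amplite reagent.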
ELG1 genotox: induces genotoxicity in HEK293T cells with luciferase-tagged ELG1 | HEK293T ELG1-luciferase reporter, luminescence, 16 h | Potency, µM (titrated, usually from 46 µM), inactives show at the top dose activity change, positive = activation, usual class: activators | hit rate 1.3% among 330,000 | AID 504466; further: potency means the concentration at half of the fitted maximal effect; % of control where 0% means no effect; nearly all actives have a fitted effect of over 60% in size
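Genotoxic stress is detected as increased luminescence from luciferase-tagged ELG1 in HEK293T cells, measured with ONE-Glo after a 16 hr treatment at 37 °C.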
PKM2 activator: increases activity of human pyruvate kinase M2; P14618; purified PKM2, Kinase-Glo ATP luminescence, activation; response scale: 0% is enzyme alone, no compound; Potency, µM (highest dose often 57.5 µM), without a hit: at the highest dose activation, most hits filed as activators; hit rate 0.34% among 260,000; AID 1631; further: potency means the concentration at half of the fitted maximal effect; on the % scale 0 is the no-effect control and ±100 the full control effect; nearly all actives have a fitted effect of over 55% in size
Target sequence (P14618 whole entry, looked up): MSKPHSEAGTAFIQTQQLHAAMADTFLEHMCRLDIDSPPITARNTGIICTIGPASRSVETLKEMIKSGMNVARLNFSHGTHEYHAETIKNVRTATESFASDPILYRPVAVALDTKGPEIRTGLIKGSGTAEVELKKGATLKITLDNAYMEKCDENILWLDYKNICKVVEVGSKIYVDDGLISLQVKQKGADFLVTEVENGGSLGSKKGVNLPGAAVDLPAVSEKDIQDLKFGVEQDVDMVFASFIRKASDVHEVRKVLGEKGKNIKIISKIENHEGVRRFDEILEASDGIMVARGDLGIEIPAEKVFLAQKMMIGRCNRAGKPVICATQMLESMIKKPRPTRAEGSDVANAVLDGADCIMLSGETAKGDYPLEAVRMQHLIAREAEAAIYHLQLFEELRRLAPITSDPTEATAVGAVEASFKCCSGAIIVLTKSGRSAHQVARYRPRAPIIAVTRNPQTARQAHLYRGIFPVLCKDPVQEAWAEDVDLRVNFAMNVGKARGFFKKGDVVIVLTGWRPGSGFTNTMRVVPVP
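Purified hPK-M2 (>95%) run at intermediate activity with 0.1 mM ADP and 0.5 mM PEP in 50 mM imidazole pH 7.2, KCl, MgCl2; 1 h room temperature. ATP formed read by Kinase-Glo luminescence; normalized to uninhibited and no-enzyme controls.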
VP16 counter: inhibits Gal4-VP16 luciferase reporter, ROR gamma counter-screen; Drosophila S2 Gal4-VP16 UAS-luciferase, luminescence, 20 h; hit rate 3.5% among 310,000; AID 2546; Potency, µM (series often up to 53.6 µM), inactives show at the top dose activity, negative = inhibition, hits mostly inhibitors;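 further: Gal4-VP16 expression switched on by copper sulfate through the metallothionein promoter; potency means the concentration at half of the fitted maximal effect; on the % scale 0 is the no-effect control and ±100 the full control effect; nearly all actives have a fitted effect of over 50% in size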
Giardia killer: kills Giardia lamblia; Giardia lamblia trophozoite viability; activity change, % at 7.66 µM, hits read low; hit rate 0.15% among 340,000; AID 540267; in the data active means activity change below about -80%; inconclusive means between about -30% and that limit;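 further: parasites exposed to compound for two days anaerobically before the ATP read; on the % scale 0 is the no-effect control and ±100 the full control effect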
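Compounds were tested on trophozoites seeded at 100 cells/well and held 48 hrs at 37 deg C anaerobically. An ATP-based luminescent kit measured the remaining live cells.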
FLuc counter: counter-screen for miR-21 project: firefly luciferase inhibitors or activators; hit rate 6.9% among 360,000; Potency, µM (doses to about 57.5 µM), without a hit: at the top dose activity change, negative = inhibition, actives largely listed as inhibitors; purified FLuc, Km substrates, luminescence inhibition;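 further: potency means the concentration at half of the fitted maximal effect; plate controls were vehicle for no effect and reference inhibitor for full effect; nearly all actives have a fitted effect of over 55% in size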
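Biochemical qHTS of compounds, final roughly 60 µM downward over six points, against 10 nM purified firefly luciferase using Km concentrations of substrates (10 uM D-luciferin, 10 uM ATP) in Tris acetate pH 7.5 buffer; luminescence output.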
RORgamma inh: blocks mouse ROR gamma transcriptional activity | P51450 | Drosophila S2 Gal4-RORgamma UAS-luciferase reporter, 20 h | Potency, µM (series often up to 53.6 µM), for the others: at the highest dose activity change, negative = inhibition, usual class: inhibitors | hit rate 5.4% among 310,000 | AID 2551; further: potency means the concentration at half of the fitted maximal effect; on the % scale 0 is the no-effect control and ±100 the full control effect; nearly all actives have a fitted effect of over 60% in size
Target sequence (P51450 whole entry, looked up, the tested form may be a part): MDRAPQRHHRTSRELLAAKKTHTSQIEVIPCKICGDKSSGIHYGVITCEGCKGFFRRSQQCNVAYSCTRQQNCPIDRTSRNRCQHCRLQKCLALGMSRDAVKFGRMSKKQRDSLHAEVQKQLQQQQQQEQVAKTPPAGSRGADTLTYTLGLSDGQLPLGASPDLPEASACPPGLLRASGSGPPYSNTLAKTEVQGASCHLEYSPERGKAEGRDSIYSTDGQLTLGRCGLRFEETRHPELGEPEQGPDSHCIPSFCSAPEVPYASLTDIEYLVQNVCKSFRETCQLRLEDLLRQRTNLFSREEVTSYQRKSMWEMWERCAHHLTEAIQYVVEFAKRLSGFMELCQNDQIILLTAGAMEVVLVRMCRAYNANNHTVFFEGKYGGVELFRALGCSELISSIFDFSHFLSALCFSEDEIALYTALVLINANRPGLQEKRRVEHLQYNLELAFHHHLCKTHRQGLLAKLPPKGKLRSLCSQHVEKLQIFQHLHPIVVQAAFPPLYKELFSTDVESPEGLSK
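Compounds are pin-transferred onto Drosophila Schneider cells expressing a copper-inducible Gal4–ROR gamma transactivation domain fusion. After 1 hr, copper sulfate is added to 700 uM final; luciferase is read 20 hr later.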
Active calls of the source: *; ? = inconclusive; · = not tested or not shown; [ ] = dose if it differs, or a comment. Unless noted, the call rests on the fitted dose curve; in most records, active means well fitted curve in the direction sought with a large enough effect; inconclusive means small, poorly fitted or top-dose-only effect, or another doubt; inactive means no such curve, though single readings can be large; an effect the other way counts as inactive or inconclusive. Not all compounds are listed (hit frequency here may not be typical).

Screens in order – BRCA1 expr act, Menin MLL FP TR, p53 reactivator, Rab9 prom act, NPC1 prom act, ELG1 genotox, PKM2 activator, VP16 counter, Giardia killer, FLuc counter, RORgamma inh
- O=C(O)CC12CC3CC(C1)CC(n1ncc(NCC4CCCO4)c(Cl)c1=O)(C3)C2 (configuration not stated)
    -3%, ·, 4%, -9%, 2%, 1%, 0%, 0%, -1, 5%, 13%
- CS(=O)(=O)Nc1cccc(C2=NN(C(=O)CCC(=O)O)C(c3cccs3)C2)c1 (configuration not stated)
    5%, 0%, 8%, ?, 0%, 0%, ·, 12%, -9, 0%, -19%
- COc1ccc(OC)c(NC(=O)CCCN2C(=O)C3C4C=CC(C4)C3C2=O)c1 (configuration not stated)
    9%, -14%, -2%, -1%, 6%, 1%, -7%, -8%, 1, -1%, -4%
- O=C(c1ccccc1)N1CCN(Cc2ccccc2C(F)(F)F)CC1
    -10%, ?, 0%, 0%, -5%, -6%, 6%, -9%, -12, -2%, 33%
- COCCNCC#CCOc1ccc(OC)cc1
    0%, -12%, 2%, -1%, 0%, -2%, -6%, -3%, 1, -2%[2.3 µM], -18%
- O=C(CCc1nc(-c2ccccc2Cl)no1)NC1CCCC1
    -15%, 8%, -19%, 6%, 3%, -2%, -1%, 2%, 0, 1%, 33%
- Cc1ccccc1NC(=S)C1=C(O)c2sccc2N(C)S1(=O)=O
    -10%, 0%, 6%, 0%, 5%, -5%, -8%, ?, 3, -18%, ?
- CC(C)C(C)(C#N)NC(=O)CSc1nnc(-c2ccncc2)n1Cc1ccccc1 (configuration not stated)
    1%, 1%, 2%, -8%, -4%, 0%, 0%, -6%, 18, 4%, 8%
- COCCNc1nc2c(c(=O)n(Cc3ccc(OC)cc3)c(=O)n2C)n1C
    -20%, 1%, -4%, 2%, 1%, -1%, 1%, 2%, 4, 2%, 24%
- COCCCN1C(=O)C(=O)/C(=C(/O)c2ccc3c(c2)CC(C)O3)C1c1cccnc1 (configuration not stated)
    -20%, 1%, 9%, -2%, 1%, 0%, -5%, 0%, -7, -1%, -2%
- O=C(NC(=S)Nc1ccccc1N1CCOCC1)c1ccc([N+](=O)[O-])cc1
    -25%, -9%, 11%, 3%, -2%, -1%, 2%, ?, 8, 2%, 8.9µM*
- O=C(CC1CCCC1)NCCS(=O)(=O)N1CCN(c2ccccc2F)CC1
    -1%, ·, -2%, -8%, -3%, 1%, ·, ·, 6, 1%, ·
- COc1ccccc1OCCNC(=O)c1ccccc1C
    29%, -21%, 21%, 2%, 2%, ?, 3%, 14%, -19, -6%, -2%
- COc1ccc(NC(=O)COC(=O)c2cc(C)oc2C)cc1OC
    1%, ·, 3%, -7%, 1%, 1%, ·, ·, -13, 3%, ·
- CC(C)NC(=O)COc1ccc(/C=N/NS(=O)(=O)c2ccccc2)cc1
    1%, 8%, 4%, 5%, 2%, 0%, ?, 11%, 4, 0%, -4%
- O=C1CCC(C(=O)OCC(=O)c2ccccc2)N1 (configuration not stated)
    -5%, -2%, 1%, 1%, -1%, 0%, 10%, 6%, -9, -3%, 38%
- Cc1ccccc1NC(=O)C(=Cc1ccc(C(=O)O)cc1)C(=O)Nc1ccccc1C
    -88%, 2%, -10%, -52%[inhibitor], -37%[inhibitor], -20%, 7%, ?, -6, -8%, 7.9µM*
- Cc1ccc(NC(=O)CCN2C(=O)C3CCCCC3C2=O)c(O)c1 (configuration not stated)
    -7%, ·, 9%, -5%, 0%, 2%, ·, ·, 0, 2%, ·
- O=C(c1ccc(-c2ccccc2)cc1)N1CCCC1
    46%, -1%, 5%, 11%, 1%, ?, -8%, -8%, -11, ?, -16%
- Cc1cc(C(=O)COC(=O)Cc2n[nH]c(=O)c3ccccc23)c(C)n1CC(F)(F)F
    0%, ·, -6%, -1%, 2%, 0%, ·, ·, -12, 2%, ·

Following part:
Screens in order – BRCA1 expr act, Menin MLL FP TR, p53 reactivator, Rab9 prom act, NPC1 prom act, ELG1 genotox, PKM2 activator, VP16 counter, Giardia killer, FLuc counter, RORgamma inh
- O=C(NC1CC1)C(Cl)c1ccccc1 (configuration not stated)
    7%, -4%, 1%, -2%, -1%, -1%, 4%, 4%, 5, -1%, 5%
- COc1ccccc1-c1nnc(SCC(=O)Nc2nc(-c3ccccc3)cs2)n1C
    -61%, -9%, 20%, 0%, 6%, -10%, -2%, -18%, -1, ?, ?
- O=c1c2ccccc2nnn1CSc1nc2ccccc2[nH]1
    ?, -14%, ?, 2.8µM*, 3.5µM*, ?, 0%, ?, -1, 15µM*, 19%
- COc1cccc(NS(=O)(=O)c2ccc(Br)s2)c1
    4%, ?, 0%, -5%, -1%, 1%, ?, 4.5µM*, -15, 1%, 3.5µM*
- Cc1cc(Cl)ccc1Oc1ncnc2onc(C)c12
    -2%, -13%, -2%, -3%, -6%, 1%, -2%, -9%, -23, 0%, -1%
- O=C(CSc1nnc(NC(=O)C2CC(=O)N(c3ccc(F)cc3)C2)s1)NCC1CCCO1 (configuration not stated)
    0%, ?, -15%, 3%, -2%, -2%, 0%, -4%, 13, 0%, -1%
- O=C(CCN1C(=O)/C(=C/c2ccc(F)cc2)SC1=S)NCCc1cnc[nH]1
    0%, ·, 3%, 2%, -1%, 0%, ·, 1%, 4, -18%, -8%
- Cc1ccccc1N1C(=O)C(Oc2ccc(Cl)cc2)C1CNC(C)(C)C (configuration not stated)
    -29%, -8%, -3%, 0%, -6%, -2%, -14%, -8%, 28, 0%, 4%[10 µM]
- Cc1cccc(CNC(=O)CCc2nnc(C3CCCCC3)o2)c1
    -1%, -10%, 4%, 11%, -2%, 3%, -1%, -1%, -3, 3%, 24%
- C=CCNc1nc(NC(C)(C)CO)nc(OC)n1
    8%, 4%, 3%, -3%, -1%, 1%, -6%, -7%, -8, -1%, -33%
- CC(C)Cn1c(=O)c(C(=O)NCc2ccccn2)c(O)c2ccccc21
    -41%, 14%, -10%, -2%, 1%, -10%, 11%, -4%, 13, 0%, ?
- Cc1onc(-c2c(F)cccc2Cl)c1C(=O)Nc1ccc(Cl)c(S(=O)(=O)N(C)C)c1
    -19%, ·, -12%, -13%, -5%, -11%, ·, ·, -25, ·, ·
- COc1ccccc1C(=O)N1CCN(C(=O)c2ccncc2)CC1
    -1%, 2%, 2%, -1%, 0%, -3%, -11%, -6%, 9, 0%, 0%
- O=C(CCC(=O)OC(C(=O)c1ccccc1)c1ccccc1)Nc1ccccc1 (configuration not stated)
    9%, -4%, 5%, -2%, -1%, -2%, 7%, 16%, 26, 5%, -16%
- O=C(O)CSC1c2ccccc2C(=O)N1c1ccccc1 (configuration not stated)
    8%, -2%, -3%, -5%, -1%, 0%, -1%, -4%, 3, -2%, 1%
- Cc1cc(C(=O)NNC(=S)Nc2cccc(C(F)(F)F)c2)nn1C
    -2%, ·, -5%, 6%, -7%, -5%, -7%, 11µM*, 20, 0%, 16µM*

An excerpt from above in order of number of heavy atoms, ascending:
Screens in order – BRCA1 expr act, Menin MLL FP TR, p53 reactivator, Rab9 prom act, NPC1 prom act, ELG1 genotox, PKM2 activator, VP16 counter, Giardia killer, FLuc counter, RORgamma inh
- O=C(NC1CC1)C(Cl)c1ccccc1 (configuration not stated)
    7%, -4%, 1%, -2%, -1%, -1%, 4%, 4%, 5, -1%, 5%
- C=CCNc1nc(NC(C)(C)CO)nc(OC)n1
    8%, 4%, 3%, -3%, -1%, 1%, -6%, -7%, -8, -1%, -33%
- Cc1cc(Cl)ccc1Oc1ncnc2onc(C)c12
    -2%, -13%, -2%, -3%, -6%, 1%, -2%, -9%, -23, 0%, -1%
- COc1ccccc1C(=O)N1CCN(C(=O)c2ccncc2)CC1
    -1%, 2%, 2%, -1%, 0%, -3%, -11%, -6%, 9, 0%, 0%
- CC(C)Cn1c(=O)c(C(=O)NCc2ccccn2)c(O)c2ccccc21
    -41%, 14%, -10%, -2%, 1%, -10%, 11%, -4%, 13, 0%, ?
- O=C(CCN1C(=O)/C(=C/c2ccc(F)cc2)SC1=S)NCCc1cnc[nH]1
    0%, ·, 3%, 2%, -1%, 0%, ·, 1%, 4, -18%, -8%
- O=C(CCC(=O)OC(C(=O)c1ccccc1)c1ccccc1)Nc1ccccc1 (configuration not stated)
    9%, -4%, 5%, -2%, -1%, -2%, 7%, 16%, 26, 5%, -16%
- COc1ccccc1-c1nnc(SCC(=O)Nc2nc(-c3ccccc3)cs2)n1C
    -61%, -9%, 20%, 0%, 6%, -10%, -2%, -18%, -1, ?, ?
- O=C(CSc1nnc(NC(=O)C2CC(=O)N(c3ccc(F)cc3)C2)s1)NCC1CCCO1 (configuration not stated)
    0%, ?, -15%, 3%, -2%, -2%, 0%, -4%, 13, 0%, -1%
